Screening data: PubChem BioAssay, several laboratories
VHR inh abs: inhibitors of human VHR1 phosphatase (DUSP3) | AID 1654 | recombinant VHR phosphatase, pNPP absorbance | inhibition, % at 13.3 µM | 290,000 compounds, 0.52% hits | P51452; in the data active means inhibition above about 50%; further: some compounds called inactive have numbers as strong as hits
Target sequence (P51452 whole entry, looked up): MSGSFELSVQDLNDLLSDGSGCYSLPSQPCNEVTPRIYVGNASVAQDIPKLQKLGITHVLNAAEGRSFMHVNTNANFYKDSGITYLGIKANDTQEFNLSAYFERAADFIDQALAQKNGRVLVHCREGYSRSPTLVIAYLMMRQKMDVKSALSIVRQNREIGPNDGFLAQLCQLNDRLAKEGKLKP
BoNT A protease: BoNT A light chain protease inhibition | multiplex microsphere protease substrate cleavage, flow cytometry | inhibition, % at 10 µM | 360,000 compounds, 0.17% hits; further: plate controls were buffer without enzyme for full effect and enzyme alone for no effect
3CLpro inhibitor: SARS-CoV 3CLpro protease inhibition; recombinant SARS-CoV 3CLpro, quenched FRET peptide cleavage; 290,000 compounds, 0.14% hits; inhibition, % at 6 µM; AID 1706; in the data active means inhibition above about 12%
PfHsp40 rescue: restores yeast growth despite PfHsp40 toxicity; S. cerevisiae expressing PfHsp40, growth rescue, ATP luminescence; growth rescue, % at 12.5 µM; 340,000 compounds, 0.68% hits; AID 504582; in the data active means growth rescue above about 28%, passing the limit was not always enough; inconclusive means no clear call, values can overlap the other calls;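 further: yeast W303a lacking pdr1 and pdr3 grown in galactose medium; growth measured after three days at 30 °C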
Y pestis TopoI: inhibitors of Yersinia pestis topoisomerase I; Y. pestis Topo-I cleavage product accumulation, plate reader; activity, % at 10 µM; 360,000 compounds, 0.064% hits; AID 504884; in the data active means activity above about 50%, passing the limit was not always enough; inconclusive means no clear call, values can overlap the other calls; further: inactives centre near 2
PriA SSB inh: K. pneumoniae PriA-SSBct interaction inhibition; inhibition, % at 33 µM; AID 1272365; AlphaScreen SSBct-PriA binding, biotinylated peptide; 430,000 compounds, 0.6% hits; in the data active means inhibition mostly above about 37%, no sharp cut-off; inactive means mostly below about 20%;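 further: plate controls were negative control peptide for no effect and reference peptide for full effect; strong numbers were not always called active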
Anthrax LF prot: anthrax lethal factor protease inhibition | P15917 | multiplex microsphere protease cleavage assay, LF | inhibition, % at 10 µM | 360,000 compounds, 0.12% hits; further: plate controls were buffer without enzyme for full effect and enzyme alone for no effect
Target sequence (P15917 whole entry, looked up): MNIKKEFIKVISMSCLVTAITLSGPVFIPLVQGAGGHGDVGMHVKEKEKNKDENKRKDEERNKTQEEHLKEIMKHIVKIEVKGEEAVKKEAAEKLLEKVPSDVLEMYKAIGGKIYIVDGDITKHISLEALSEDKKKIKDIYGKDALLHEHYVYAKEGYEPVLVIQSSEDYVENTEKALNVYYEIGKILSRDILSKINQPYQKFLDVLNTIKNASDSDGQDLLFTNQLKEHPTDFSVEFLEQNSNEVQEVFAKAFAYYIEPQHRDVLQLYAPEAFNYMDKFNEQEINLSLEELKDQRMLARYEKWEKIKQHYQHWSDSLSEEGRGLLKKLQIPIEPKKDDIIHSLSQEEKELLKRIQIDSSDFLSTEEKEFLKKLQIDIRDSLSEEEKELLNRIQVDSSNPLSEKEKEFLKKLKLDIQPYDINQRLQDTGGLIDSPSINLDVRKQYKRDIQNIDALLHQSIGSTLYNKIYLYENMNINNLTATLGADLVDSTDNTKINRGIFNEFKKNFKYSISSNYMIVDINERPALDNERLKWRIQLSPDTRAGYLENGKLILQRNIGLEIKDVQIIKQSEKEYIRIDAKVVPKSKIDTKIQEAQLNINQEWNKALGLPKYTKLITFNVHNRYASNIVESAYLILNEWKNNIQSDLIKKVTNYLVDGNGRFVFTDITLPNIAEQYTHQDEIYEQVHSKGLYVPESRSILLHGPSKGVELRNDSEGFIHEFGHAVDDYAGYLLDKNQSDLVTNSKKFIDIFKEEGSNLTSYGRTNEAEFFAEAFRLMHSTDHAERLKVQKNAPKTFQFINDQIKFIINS
BH1578 lux ind: induces V. cholerae light production without autoinducers; 350,000 compounds, 0.16% hits; AID 588436; activation, % at 18.7 µM; V. cholerae BH1578 lux reporter, luminescence, 6 h; in the data active means activation mostly above about 9.7%, no sharp cut-off; inconclusive means no clear call, values can overlap the other calls; inactive means mostly below about 3.7%; further: not every result past the cut was called active; inactives centre near 0; reference of the scale not given here
TcdB GH inh: TcdB glycohydrolase inhibition. P18177. TcdB glycohydrolase enzymatic assay, plate reader. inhibition, % at 9.99 µM. 350,000 compounds, 0.24% hits; in the data active means inhibition above about 10%
CCHF vOTU inh: CCHFV vOTU protease inhibition; Pep-AMC fluorescence; inhibition, % at 11.5 µM; 370,000 compounds, 0.55% hits; in the data active means inhibition above about 30%; further: 0% = vehicle wells with enzyme and 100% = no enzyme wells
* hit, by the source's call; i = inactive; ? = inconclusive; / = not tested or not shown. Unless noted, no stated cut-off is given here; in the data, active means inhibition above about 30%; inconclusive means no clear call, values can overlap the other calls; inactive means below that.

SMILES	VHR inh abs	BoNT A protease	3CLpro inhibitor	PfHsp40 rescue	Y pestis TopoI	PriA SSB inh	Anthrax LF prot	BH1578 lux ind	TcdB GH inh	CCHF vOTU inh
COC(=O)CCCC1=CC2=CC(=O)C(C)(OC(=O)c3cccs3)C(=O)C2=CN1Cc1ccccc1 (stereo unspecified)	-4	2.0	/	-0.3	7	-2	-12	-4.3	0.1	7
CCCCN1C(=O)c2ccc(C(=O)Nc3ccccc3N3CCOCC3)cc2C1=O	22	-0.3	3	1.3	13	-6	-3	-0.2	1.3	-3
CN(C)C(=O)COC(=O)/C=C/c1ccccc1[N+](=O)[O-]	-13	-0.4	-3	0.5	-1	-9	1	0.8	/	-4
COCCNC(=O)[C@@H]1CSC2c3ccccc3C(=O)N21 (stereo partly specified)	-47	-1.5	0	-0.3	3	-1	2	-0.4	0.7	-8
CCOC(=O)/C(C#N)=C/c1c(N2CCN(C)CC2)nc2c(C)cccn2c1=O	20	-0.5	-4	0.5	-1	-1	-5	-1.5	1.0	10
N=c1c(S(=O)(=O)c2ccc(Cl)cc2)cc2c(=O)n3ccccc3nc2n1CCc1ccccc1	43	2.9	-5	-1.0	12	/	-1	-0.3	-1.4	5
COc1ccc(Cn2c(O)c(C=Nc3ccccc3)c3ccccc3c2=O)cc1	-8	0.5	-1	-1.4	2	-1	-2	i	1.1	-12
COC(=O)c1cc(C(=O)c2ccc(Cl)cc2Cl)cn1C	16	?	-1	-0.4	10	-3	-2	2.9	/	-4
Cc1ccc(-c2ccc(=O)n(Cc3ccc(F)cc3Cl)n2)cc1	-7	-2.7	0	1.8	17	12	-6	i	0.3	4
COc1ccc(/C=N/n2cnc3c(sc(=S)n3-c3ccccc3)c2=O)cc1	2	-4.1	2	-0.6	-12	/	6	i	1.1	11
O=C(/C=C/c1ccccc1)N(Cc1cccc(Cl)c1)C1CCS(=O)(=O)C1 (stereo unspecified)	2	-0.6	2	0.7	11	-4	1	-0.9	1.1	-6
C#CCOCOCC#CCN(CC)CC	-22	-0.8	0	0.2	-2	-5	1	i	/	10
Cc1cc(C(=O)NCc2cccnc2)no1	8	-0.1	4	-0.7	1	-11	-3	i	/	-9
CCN(CC)CCOc1nc(C)nc2c1oc1ccccc12	17	-0.8	-3	2.8	-2	-2	-7	-2.5	/	-15
COc1cccc(-n2c(SC)nnc2-c2cnccn2)c1	8	6.0	5	0.4	4	-14	-9	-0.2	/	-4
C=CCN1C(=O)C(CC(=O)Nc2ccc(OCC)cc2)N(Cc2ccccn2)C1=S (stereo unspecified)	-17	/	2	0.1	-13	12	/	0.4	2.5	-6
Cc1ccc2cc(C=O)c(Cl)nc2c1	33	0.1	-1	-0.4	-6	0	2	-0.3	2.3	6
COc1ccc(CCN(C(=S)Nc2ccccc2)C2CC(=O)N(c3ccccc3)C2=O)cc1 (stereo unspecified)	23	-0.1	2	0.2	2	-16	-1	i	/	1
CCOC(=O)c1ccc(NC(=O)c2ccccc2C)cc1	0	-2.3	6	1.1	0	-11	-7	i	/	6
Cc1cccc(-n2c(C)n[nH]c2=S)c1C	18	-0.5	0	-0.1	5	-4	-2	-1.3	/	6
COc1ccc(C(=O)NC2CCN(C(=S)NCc3ccco3)CC2)cc1	13	-0.1	3	-0.1	11	-2	-1	i	-1.2	-15
Cc1nn(-c2ccccc2)c(Cl)c1/C=C(/CC(=O)O)c1nc2ccccc2s1	/	0.2	/	1.0	22	0	6	/	0.7	19
O=C(Cn1c(=O)cnc2ccccc21)NNC(=O)c1ccc(Cl)cc1	/	0.2	/	-0.6	2	-6	-2	i	-0.2	2
O=c1cc(Cn2ccnc2)c2cc3c(cc2o1)CCC3	1	0.0	1	-0.6	3	-8	7	i	/	2
CCOC(=O)C(NC(C)=O)(Nc1ccc(S(=O)(=O)Nc2ccncn2)cc1)C(F)(F)F (stereo unspecified)	9	-0.1	-2	0.3	-4	-6	-2	-3.3	/	3
Cc1c(C)n(C)c2ccc(C(=O)NCCc3ccco3)cc12	-12	-1.2	-2	-1.1	7	1	-2	-0.3	-0.1	13
COC(CN(C)C(=O)C1CCC(CNS(=O)(=O)c2ccccc2)CC1)OC (stereo unspecified)	-8	-1.4	-5	-2.8	-3	0	-9	-0.8	2.6	-3
Cc1oc2cc([N+](=O)[O-])c(O)c([N+](=O)[O-])c2c1C(=O)c1ccc(Cl)cc1	16	-1.5	1	-1.2	-1	19	3	7.4	0.8	13
Cc1ccc(NC(=O)COc2ccccc2)cc1S(=O)(=O)N1CCCCC1	/	0.2	/	/	14	/	-5	-0.3	0.1	7
CCN(CC1CCCN(CCc2cccc(OC)c2)C1)C(=O)c1ccoc1C (stereo unspecified)	19	1.3	-1	-0.3	10	3	1	-0.3	-0.2	24
Cc1c(O)ccc2c(-c3ccccc3)cc(=O)oc12	11	0.0	-2	9.6	3	7	2	i	0.4	-14
Cc1cc(=O)[nH]c(SCC(=O)Nc2ccc(F)c([N+](=O)[O-])c2)n1	22	-0.2	3	0.1	4	1	-3	-2.9	1.1	8
COc1ccc(-n2c(=O)c3ccccc3n(CC(=O)NC3CCCC3)c2=O)cc1	-15	-0.2	4	2.0	7	-7	0	i	/	8
CCCN1CCN(CC(=O)Nc2nnc(CC)s2)CC1	-1	2.4	1	-0.9	-2	-7	10	i	-0.4	0
COC(=O)[C@@]12CCCN1[C@H](c1ccc(-c3cccc(Cl)c3)c(OC)c1)[C@H]1C(=O)N(C)C(=O)[C@H]12	/	-0.9	/	-0.1	-2	10	-15	-0.8	1.1	2
COc1ccc(Nc2cc(Nc3ccc(OC)cc3)ncn2)cc1	31	-1.9	0	/	-6	-2	-11	-0.8	0.1	-8
CC(=O)N1CCN(c2ccc(NC(=S)NC(=O)COc3ccc(C(C)(C)C)cc3)cc2)CC1	5	-0.4	5	0.7	-3	22	0	-0.4	/	7
Cc1cc(=O)n2nc(N3CCC(C(=O)NCc4ccccc4F)CC3)sc2n1	2	0.1	-3	-0.3	3	-13	2	-0.4	-1.6	5
Cc1ccnc(NC(=O)C(C)n2cc([N+](=O)[O-])cn2)c1 (stereo unspecified)	1	-4.2	6	-0.9	2	-8	-8	-0.3	-1.1	-3
Cc1cc(C)c2ccc3c(C)c(C)n(C)c3c2n1	9	-1.1	-1	0.6	-4	-9	-5	-0.3	0.6	-7

Grouped by structure, the entries above containing an aryl methoxy group.
SMILES	VHR inh abs	BoNT A protease	3CLpro inhibitor	PfHsp40 rescue	Y pestis TopoI	PriA SSB inh	Anthrax LF prot	BH1578 lux ind	TcdB GH inh	CCHF vOTU inh
COc1ccc(Cn2c(O)c(C=Nc3ccccc3)c3ccccc3c2=O)cc1	-8	0.5	-1	-1.4	2	-1	-2	i	1.1	-12
COc1ccc(/C=N/n2cnc3c(sc(=S)n3-c3ccccc3)c2=O)cc1	2	-4.1	2	-0.6	-12	/	6	i	1.1	11
COc1cccc(-n2c(SC)nnc2-c2cnccn2)c1	8	6.0	5	0.4	4	-14	-9	-0.2	/	-4
COc1ccc(CCN(C(=S)Nc2ccccc2)C2CC(=O)N(c3ccccc3)C2=O)cc1 (stereo unspecified)	23	-0.1	2	0.2	2	-16	-1	i	/	1
COc1ccc(C(=O)NC2CCN(C(=S)NCc3ccco3)CC2)cc1	13	-0.1	3	-0.1	11	-2	-1	i	-1.2	-15
CCN(CC1CCCN(CCc2cccc(OC)c2)C1)C(=O)c1ccoc1C (stereo unspecified)	19	1.3	-1	-0.3	10	3	1	-0.3	-0.2	24
COc1ccc(-n2c(=O)c3ccccc3n(CC(=O)NC3CCCC3)c2=O)cc1	-15	-0.2	4	2.0	7	-7	0	i	/	8
COC(=O)[C@@]12CCCN1[C@H](c1ccc(-c3cccc(Cl)c3)c(OC)c1)[C@H]1C(=O)N(C)C(=O)[C@H]12	/	-0.9	/	-0.1	-2	10	-15	-0.8	1.1	2
COc1ccc(Nc2cc(Nc3ccc(OC)cc3)ncn2)cc1	31	-1.9	0	/	-6	-2	-11	-0.8	0.1	-8

The list continues:
SMILES	VHR inh abs	BoNT A protease	3CLpro inhibitor	PfHsp40 rescue	Y pestis TopoI	PriA SSB inh	Anthrax LF prot	BH1578 lux ind	TcdB GH inh	CCHF vOTU inh
COc1ccc(N=NC2=C(O)CC(C)(C)CC2=O)c(OC)c1	53*	0.6	3	0.5	-11	14	-2	0.4	/	6
Cc1ccc(/C=N/OC(=O)c2c(C)noc2-c2snnc2C)cc1	-9	?	1	0.6	1	i	-10	i	0.7	5
O=c1c(-c2ccc3c(c2)OCCO3)c(C(F)(F)F)oc2cc(O)cc(O)c12	2	-0.6	2	-1.3	1	-1	-8	-0.3	/	12
O=C(CSc1nnc2scc(-c3ccccc3)n12)N1CCN(Cc2ccccc2)CC1	24	0.5	1	0.0	23	-6	-2	0.0	/	-19
COC(=O)CCNC(=O)Cc1ccc(S(=O)(=O)N2CCCCC2)s1	/	-0.2	/	-0.7	5	-4	?	i	-0.4	4
COc1ccccc1-c1cc(-c2ccccc2)nc(SC(C(N)=O)c2ccccc2)c1C#N (stereo unspecified)	8	3.5	0	-0.7	2	-9	9	-0.4	/	-3
Cc1cc(N2CCCC2=O)cc(C)c1S(=O)(=O)NCCOc1ccc(C(C)(C)C)cc1	27	0.5	5	12	36	-2	-2	i	0.0	28
COCCNC(=O)/C(C#N)=C/c1c(N2CCN(c3ccc(OC)cc3)CC2)nc2c(C)cccn2c1=O	34	-3.6	4	1.5	21	19	0	i	-0.8	-101
CC(C)(CCO)NC(=S)NC1CC2C=CC1C2 (stereo unspecified)	4	0.3	-7	-1.0	5	-3	-5	-0.4	0.0	-8
Cc1ccccc1NC(=O)c1c(F)c(F)c(F)c(F)c1F	-14	-0.7	1	2.0	7	2	-3	i	/	-10
O=C(CN1CCN(Cc2ccccc2)CC1)N/N=C/c1ccccc1F	26	2.1	2	-1.3	5	i	4	i	1.5	-8
CCCCNC(=O)CSc1nc(COc2ccccc2)nc2ccccc12	18	-0.9	3	-0.8	5	-18	-1	i	1.3	-2
CCCC(C(=O)NC1CCCC1)N(C(=O)c1snc(C(N)=O)c1N)c1ccc(OCC)cc1 (stereo unspecified)	29	0.8	6	-0.7	23	-7	-5	-0.3	2.4	-17
Nc1ccccc1Nc1ccccc1	-7	4.4	-1	0.8	2	64*	-2	-0.4	/	2
CCOc1ccc(S(=O)(=O)N(CC)CC(=O)N2CCCC2)cc1	5	0.7	9	-1.0	-6	-25	2	-0.3	0.3	-7
CN(C)C(=O)CSc1nnc(CCNC(=O)OC(C)(C)C)o1	7	0.4	-2	-0.4	4	-19	-3	1.8	/	-8
CCOC(=O)NC(=O)CN1C(=O)NC2(CCc3ccccc32)C1=O (stereo unspecified)	36	0.0	-3	-0.5	-2	-14	-4	-0.3	0.1	-9
O=C(CNS(=O)(=O)/C=C/c1ccccc1)OC1CCOC1=O (stereo unspecified)	-8	1.5	0	-0.9	4	-16	-1	-0.9	-0.1	4
CN1CCN(c2oc(-c3ccccc3)nc2S(=O)(=O)c2ccc(Br)cc2)CC1	26	-3.7	2	-0.8	21	39*	-2	-0.9	/	/
COc1cc(/C=N/NC(=O)CCn2nnc3ccccc32)ccc1O	25	-0.3	1	-1.2	-2	/	-1	-0.1	1.8	-9
CCN(CC)c1ccc(N=Cc2c(O)n(-c3ccccc3)c(=O)[nH]c2=O)cc1	-8	0.2	-1	-0.8	8	3	4	-0.3	-1.8	30*
CC(OC(=O)c1cn(C)c2ccccc12)C(=O)N(C)c1ccccc1 (stereo unspecified)	/	-1.5	/	-0.4	11	-9	-4	i	2.0	21

Not all compounds are listed; the hit share may differ from the screen's.
